Compound activity (PubChem)
Rat MKP-3 inhibitors: MKP-3 phosphatase inhibitors, primary screen, biochemical, rat enzyme, in vitro (AID 425); recombinant MKP-3 phosphatase activity, fluorescence; higher % means a stronger effect; inhibition, % at 20 µM; hits with a dose series show IC50 in µM; 110,000 compounds, 0.17% hits; in the data active = inhibition above about 50%;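 note: plate controls were vehicle for no effect and reference inhibitor for full effect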
Hsp70 displacement: small molecules displacing fluorescent ligand from Hsp70 – biochemical, fluorescence polarization, primary screen (AID 583) | displacement, % at 20 µM, or IC50 in µM where a hit was titrated | Hsp70 fluorescence polarization probe displacement, mP; higher % means a stronger effect | 140,000 compounds, 0.06% hits; in the data active = displacement above about 50%;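 note: plate controls were vehicle for no effect and reference ligand for full effect; a part of the inactive calls stands beside numbers as strong as those of hits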
* marks the source's active call; other numbers are inactive results; · = no result given; & = joins results of further samples. An excerpt. The share of hits here may be higher or lower than overall.

nr	Structure	Rat MKP-3 inhibitors	Hsp70 displacement
1	CCCN(CCC)C(=O)CC(c1ccccc1)c1cc(C)ccc1O (stereo not drawn)	·	0.1%
2	O=S(=O)(c1ccc2c(c1)OCCO2)N1CCC(n2nnc3cc(F)ccc32)CC1	-1%	2.4%
3	COc1cc2[nH]c(=O)n(CCCCCC(=O)N3CC=C(c4ccccc4)CC3)c(=O)c2cc1OC	·	5.2%
4	COc1cc(OC)cc(C(=O)N2CCN(S(=O)(=O)c3ccc(Cl)cc3)CC2)c1	5%	-1.6%
5	COc1ccc(-c2cc(C(=O)NC(C(=O)O)C(C)C)c(C)o2)cc1OC (stereo not drawn)	-6%	2.9%
6	COC(=O)CSc1nnc(C)n1-c1ccc(C)cc1	·	-0.1%
7	COc1nonc1NCn1nc(C)cc1C	4%	1.3%
8	O=C(NC1=NCCS1)c1ccc(Br)s1	·	-2.5%
9	C=CCN(CC=C)CN1C(=O)C(=O)c2cc(Br)ccc21	1%	-0.4%
10	Cc1cc2ccccc2n1CCNC(=O)C(C)(C)C	-5%	13%
11	Cc1ccnc(Nc2nc(-c3ccc(Br)cc3)cs2)c1	6%	-4.5%
12	C=CCOc1ccc(Cl)cc1/C=C1/SC(=S)N(Cc2ccccc2)C1=O	-4%	12%
13	CCCCCCCC(=O)N/N=C/c1c[nH]c2ccccc12	4%	3.8%
14	COc1cc(C2NC(=O)NC(C)=C2C(=O)OC(C)C)ccc1OC(=O)c1ccco1 (stereo not drawn)	·	0.7%
15	CCOC(=O)c1sc2ncn(C(CC)C(=O)OCC)c(=O)c2c1C (stereo not drawn)	-2%	2.7%
16	CCOc1nc(C)ccc1-c1noc(-c2ccccn2)n1	3%	-3.7%

The last six records of the section above come first, to join the parts:
nr	Structure	Rat MKP-3 inhibitors	Hsp70 displacement
11	Cc1ccnc(Nc2nc(-c3ccc(Br)cc3)cs2)c1	6%	-4.5%
12	C=CCOc1ccc(Cl)cc1/C=C1/SC(=S)N(Cc2ccccc2)C1=O	-4%	12%
13	CCCCCCCC(=O)N/N=C/c1c[nH]c2ccccc12	4%	3.8%
14	COc1cc(C2NC(=O)NC(C)=C2C(=O)OC(C)C)ccc1OC(=O)c1ccco1 (stereo not drawn)	·	0.7%
15	CCOC(=O)c1sc2ncn(C(CC)C(=O)OCC)c(=O)c2c1C (stereo not drawn)	-2%	2.7%
16	CCOc1nc(C)ccc1-c1noc(-c2ccccn2)n1	3%	-3.7%
17	COCCCn1c(SCC(=O)NCc2ccco2)nc2sc3c(c2c1=O)CCC3	6%	-1.6%
18	CCn1cc(C2Nc3ccccc3C(=O)N2O)c(C)n1 (stereo not drawn)	-7%	-4.8%
19	O=c1c2ccccc2nc(SCc2nc(-c3ccccc3)no2)n1-c1ccc(F)cc1	3%	0.2%
20	Cc1no[n+]([O-])c1COc1ccc(C=O)cc1	-5%	-1.8%
21	COc1cc(NS(=O)(=O)c2ccc(Cl)cc2)c(OC)cc1Br	-1%	-3.9%
22	CCOc1ccccc1NC(=O)CN(c1ccccc1Cl)S(C)(=O)=O	6%	3.1%
23	COCCNC(=O)c1cnn2c(C(F)(F)F)cc(-c3ccco3)nc12	4%	-2.1%
24	Cc1nnc(SCC(=O)Nc2ccc3c(c2)oc2ccccc23)s1	3%	0.1%
25	COc1cccc(N2CCN(CC(=O)Nc3nc4c(s3)CC(C)CC4)CC2)c1 (stereo not drawn)	-7%	-1.7%
26	CCOC(=O)c1ccc(NC2SC(=O)N(c3ccccc3)C2=O)cc1 (stereo not drawn)	0%	-2.0%
27	CC(=O)Oc1cccc(N2C(=O)c3ccc(C(=O)O)cc3C2=O)c1	-3%	3.7%
28	CCOC(=O)C1CCN(S(=O)(=O)c2cc(Cl)c(C)cc2OC)CC1	2%	6.9%
29	COc1ccc(NC(=O)c2cccs2)cc1NC(=O)c1ccco1	·	1.9%
30	CCOC(=O)Cc1[nH]nc2c1C(c1ccoc1)C(C#N)=C(N)O2 (stereo not drawn)	-3%	-2.6%
31	COc1ccccc1C1C(C#N)=C(N)Oc2cc(C)n(CCCn3ccnc3)c(=O)c21 (stereo not drawn)	-15%	-4.1%
32	NC(=O)c1cccc2c1-c1ccccc1/C2=N/NC(N)=S	2%	-4.3%
33	Cc1ccc(NC(=O)c2csnn2)c(C)c1	·	0.7%
34	CCOC(=O)N1CCN(c2nc3ccccc3nc2C(C#N)S(=O)(=O)c2ccc(C)cc2)CC1 (stereo not drawn)	6%	7.3%
35	COC(=O)CNC(=O)C(C)NC(=O)OCc1ccccc1 (stereo not drawn)	-14%	2.5%
36	O=C(COc1ccc2ccccc2c1)Nc1ccc(OC(F)(F)F)cc1	1%	2.4%
37	Cc1cc(C(=O)N2CCN(C)CC2)ccc1[N+](=O)[O-]	-2%	4.0%
38	CC1(C)CCC[C@@]2(C)C1CC[C@]1(C)OC(=O)C[C@H]21 (stereo partly drawn)	0%	3.3%
39	Cc1ccccc1N1C(=O)c2ccccc2N2C(=O)c3ccccc3C12 (stereo not drawn)	·	-2.9%
40	CCc1ccc(C2=CC(c3cc(Br)ccc3F)n3ncnc3N2)cc1 (stereo not drawn)	·	3.8%
41	Cc1ccccc1C(=O)NCc1ccco1	-2%	-1.3%
42	Cc1ccc2c(c1)c1c(n2CC(O)Cn2c(C)nc3ccccc32)/C(=N\O)CCC1 (stereo not drawn)	-11%	-44%
43	COc1cc(/C=C(/C(=O)c2cccs2)c2nc3ccccc3[nH]2)ccc1O	·	4.4%
44	COC(=O)c1ccccc1NC(=O)Nc1cccnc1	-7%	7.0%
45	CC(C)(C)CC(C)(C)c1ccc(O)c(CN2CCN(CCC#N)CC2)c1	·	-3.6%
46	COc1ccccc1NC(=O)c1cc(Nc2ccccc2)nc2ccccc12	0%	-0.6%
47	Cn1c(N)c(C(=O)COC(=O)C2=COCCO2)c(=O)n(C)c1=O	·	12%
48	COc1ccc(C)cc1NC(=O)c1cnc2n(c1=O)CCS2	·	-2.1%
49	CC1CC(C)CN(CC(=O)N2CCc3[nH]c4ccccc4c3C2)C1 (stereo not drawn)	3%	-0.2%
50	O=C(O)C1C2CCC(C2)C1C(=O)Nc1nc2c(s1)CCCC2 (stereo not drawn)	-4%	-2.1%
51	COCCOC(=O)C1=C(C)NC2=C(C(=O)CC(c3cccs3)C2)C1c1ccsc1 (stereo not drawn)	-1%	1.8%
52	C=CCSc1nc2ccccc2[nH]1	0%	-4.9%
53	CCOC(=O)c1ccc(NC(=O)CNC(=O)C2CCCCC2)cc1	-9%	4.0%
54	Cc1cc(NC(=O)c2sc(Nc3cccc(C(F)(F)F)c3)nc2N)no1	-4%	-0.7%
55	Cc1cccc(C(=O)N(C(=O)c2cccc(C)c2)c2ncccn2)c1	4%	-0.9%
56	O=C(Nc1nc2ccccc2s1)C1CCCN1S(=O)(=O)c1ccc(Cl)cc1 (stereo not drawn)	4%	-0.1%
57	COc1ccccc1NC(=O)CCC(=O)Nc1nnc(C(F)(F)F)s1	3%	-6.3%
58	Cc1cc(N2CCN(c3ccccn3)CC2)n2nc(C)nc2n1	-7%	0.6%
59	CSc1nsc(SC)c1NC(=O)N1CCCCC1	·	-0.8%
60	COc1cc(NC(=O)c2ccc(C)c([N+](=O)[O-])c2)cc(OC)c1	1%	-3.0%
61	CCOC(=O)Cn1ncc(-c2ccccc2)c1N	0%	5.0%
62	Cc1cc(NC(=O)c2noc3c2CCCC3)n(-c2ccccc2)n1	-3%	2.0%
63	O=C(O)CCCCCN1C(=O)/C(=C2/C(=O)N(CC(=O)O)c3ccccc32)SC1=S	1%	5.6%
64	Cc1onc(-c2ccccc2)c1C(=O)Nc1sc(C)c(C)c1C(N)=O	-1%	3.5%

Pulled one by one from the list above (3):
nr	Structure	Rat MKP-3 inhibitors	Hsp70 displacement
62	Cc1cc(NC(=O)c2noc3c2CCCC3)n(-c2ccccc2)n1	-3%	2.0%
60	COc1cc(NC(=O)c2ccc(C)c([N+](=O)[O-])c2)cc(OC)c1	1%	-3.0%
63	O=C(O)CCCCCN1C(=O)/C(=C2/C(=O)N(CC(=O)O)c3ccccc32)SC1=S	1%	5.6%

(more compounds)
nr	Structure	Rat MKP-3 inhibitors	Hsp70 displacement
65	Cc1ccc(S(=O)(=O)NC(Cc2ccccc2)C(=O)Nc2nc3ccc(C)cc3s2)cc1 (stereo not drawn)	3%	2.5%
66	C=C(C)c1cccc(C(C)(C)NC(=O)NC2CCCC2)c1	0%	-3.1%
67	O=C(Nc1ccccc1Cl)N1CCN(c2ncccn2)CC1	-12%	3.1%
68	CCOC(=O)c1ccc(NC(=O)NC2CC3CCC(C2)N3Cc2nnnn2C(C)(C)C)cc1 (stereo not drawn)	-5%	-1.5%
69	Cn1c(=O)c([N+](=O)[O-])c(NCC2CCCO2)c2ccccc21 (stereo not drawn)	1%	-0.7%
70	CCCCOc1ccc(C(=O)Nc2ccc(S(=O)(=O)Nc3cc(C)on3)cc2)cc1OC	-5%	4.9%
71	COCC(=O)Nc1nc2ccc(C)cc2s1	-19%	3.9%
72	COC(=O)C1=C(O)/C(=C\c2cc(C)n(-c3ccccc3C)c2C)N=C1C	·	6.8%
73	COc1ccc(C(=O)N2CCN(C(=O)Cc3ccccc3)CC2)cc1OC	-8%	-1.7%
74	CCN(CC)CCCCOc1ccccc1OC	-2%	5.7%
75	COc1ccc(C2C(C(C)=O)=C(O)C(=O)N2CCN(C)C)c(OC)c1 (stereo not drawn)	3%	-3.8%
76	O=C(Cn1cnc2c(nnn2Cc2ccc(F)cc2)c1=O)NCC1CCCO1 (stereo not drawn)	·	3.9%
77	CC1Cn2c(nnc2-c2cccs2)S1 (stereo not drawn)	·	1.3%
78	Nc1cc(Cl)c(N)cc1Cl	-13%	-5.1%
79	COc1cc(C(N)=O)cc(OC)c1OC	2%	3.4%
80	NC(=O)c1sc2nc3c(c(-c4ccccc4)c2c1N)CCC3	·	-1.2%

3 entries from above, sorted by number of heavy atoms, smallest number first.
nr	Structure	Rat MKP-3 inhibitors	Hsp70 displacement
80	NC(=O)c1sc2nc3c(c(-c4ccccc4)c2c1N)CCC3	·	-1.2%
73	COc1ccc(C(=O)N2CCN(C(=O)Cc3ccccc3)CC2)cc1OC	-8%	-1.7%
76	O=C(Cn1cnc2c(nnn2Cc2ccc(F)cc2)c1=O)NCC1CCCO1 (stereo not drawn)	·	3.9%

The listing continues.
nr	Structure	Rat MKP-3 inhibitors	Hsp70 displacement
81	COc1ccc(C(NC(=O)c2ccccc2)NC(=O)c2ccccc2)cc1OC	-1%	-0.9%
82	CC1CCCCC1NC(=O)C1Cc2ccccc2CN1S(C)(=O)=O (stereo not drawn)	6%	1.2%
83	N#CC1=C2SCN(c3ccccc3)CN2C(=O)CC1c1c(Cl)cccc1Cl (stereo not drawn)	-4%	5.9%
84	C=CCn1c(=N)c(C(=O)OC)cc2c(=O)n3cccc(C)c3nc21	-7%	2.9%
85	CCCC(c1nnnn1CCOC)N1CCN(c2cccc(OC)c2)CC1 (stereo not drawn)	-13%	7.9%
86	O=C(Nc1cccc(-c2nnc(-c3ccccc3)o2)c1)c1ccc(Br)o1	-4%	6.7%
87	CCOc1ccc(C(=O)C2CCN(CC(=O)Nc3ccccc3N3CCOCC3)CC2)cc1	-2%	-2.6%
88	Cn1c(=O)c2ncn(CC(=O)NCCC3=CCCCC3)c2n(C)c1=O	2%	0.9%
89	O=C(CN(c1ccccc1)S(=O)(=O)c1ccccc1[N+](=O)[O-])N1CCCCC1	0%	2.1%
90	O=C(NCc1ccccc1Cl)c1cnccn1	·	-1.3%
91	O=C(CSCc1cccc(CSCC(=O)Nc2ccccc2)n1)Nc1ccccc1	·	2.8%
92	Cc1ccc(OCCNc2cc(Cl)ccc2[N+](=O)[O-])cc1C	1%	0.8%
93	CCSc1nnc(NC(=O)c2c(-c3c(Cl)cccc3Cl)noc2C)s1	1%	-3.5%
94	Cn1c(C(=O)NCC2CCCO2)cc2c(=O)n3ccccc3nc21 (stereo not drawn)	2%	3.9%
95	Cc1ccc(C)c(S(=O)(=O)Nc2ccc(O)c3ccccc23)c1	4%	8.4%
96	CCC1SC2=NCN(c3ccccc3)CN2C1=O (stereo not drawn)	-4%	-3.2%
97	CC1=C(C(=O)Nc2ccccc2)C(c2cccc([N+](=O)[O-])c2)Nc2nc3ccccc3n21 (stereo not drawn)	·	0.1%
98	CSCC[C@H](NC(=O)Nc1ccc(C)cc1)C(=O)O	-10%	-1.9%
99	O=C(CN1CCCCC1)N1c2ccccc2CCc2ccccc21	·	-2.8%
100	O=S(=O)(N/N=C/c1ccc(Cl)cc1)c1ccc(Cc2ncc(C(F)(F)F)cc2Cl)s1	·	0.7%
101	O=C1c2cccc3c(N4CCNCC4)ccc(c23)C(=O)N1c1ccc(Cl)cc1	-1%	94%
102	CSC1=NCCN1C(=O)COc1ccccc1	5%	-3.1%
103	COc1ccc(NC(=O)CNS(=O)(=O)c2ccccc2)cc1Cl	3%	-2.8%
104	COc1ccc2nc(SCC(=O)Nc3ccc(/C=C/c4ccccc4)cc3)[nH]c2c1	-1%	3.1%
105	CCn1cc(C(=O)NCc2ccc(C)o2)c2cc(OC)c(OC)cc2c1=O	1%	3.8%
106	COc1ccc(C(=O)N/C(=C\c2ccc(-c3cccc(Cl)c3)o2)C(=O)NCCCN2CCOCC2)cc1	-1%	-0.7%
107	Cc1cccc(OCC(=O)Nc2cccc(C(F)(F)F)c2)c1	4%	3.7%
108	CCCC(=O)N1CCN(c2ccc(NC(=O)c3ccco3)cc2)CC1	3%	-0.6%
109	Fc1ccccc1CSc1ncn[nH]1	·	1.5%
110	Cc1cc(C(=O)Oc2ccccc2C(=O)O)c(C)o1	-6%&3%	-2.5%&-0.9%
111	CCOc1cccc(C(=O)Nc2cc(-c3nn4c(C)nnc4s3)ccc2C)c1	3%	8.2%
112	COc1ccccc1-c1nc(C#N)c(NCc2ccc(F)cc2)o1	-5%	8.0%
113	CCSc1nnc(NC(=O)c2cccc(OC)c2)s1	3%	-2.5%
114	CCCN1CCc2c(sc3[nH]c(=S)n(CCc4ccccc4)c(=O)c23)C1	1%	-2.4%
115	O=[N+]([O-])c1cccc(S(=O)(=O)Nc2ccccc2Br)c1	-2%	4.3%
